Source: PubChem BioAssay
Calb biofilm kill: kills Candida albicans biofilms; 85,000 tested, 0.14% active; AID 834; inhibition, % at 6 µM; C. albicans biofilm + clotrimazole, Alamar Blue;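 active = inhibition above 20%; inactive = inhibition below 20%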;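 note: preformed 24 hr biofilms exposed to compound for 48 hr; 0% = biofilm without compound and 100% = blank killed by clotrimazole plus chlorhexidine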
ERb SRC1 inh: blocks coactivator binding to human estrogen receptor beta. Q92731. TR-FRET ER-beta LBD / SRC1-Cy5 peptide binding; receptor agonist-loaded with 1 µM estradiol. inhibition, % at 25.6 µM. 86,000 tested, 1.3% active;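 active = compounds whose percent inhibition of the receptor-coactivator binding signal exceeds about 50% in the single-dose screen, limit read from the data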;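 note: 0% = receptor plus peptide wells without compound and 100% = peptide-only wells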
Target sequence (Q92731 whole entry, looked up, the tested form may be a part): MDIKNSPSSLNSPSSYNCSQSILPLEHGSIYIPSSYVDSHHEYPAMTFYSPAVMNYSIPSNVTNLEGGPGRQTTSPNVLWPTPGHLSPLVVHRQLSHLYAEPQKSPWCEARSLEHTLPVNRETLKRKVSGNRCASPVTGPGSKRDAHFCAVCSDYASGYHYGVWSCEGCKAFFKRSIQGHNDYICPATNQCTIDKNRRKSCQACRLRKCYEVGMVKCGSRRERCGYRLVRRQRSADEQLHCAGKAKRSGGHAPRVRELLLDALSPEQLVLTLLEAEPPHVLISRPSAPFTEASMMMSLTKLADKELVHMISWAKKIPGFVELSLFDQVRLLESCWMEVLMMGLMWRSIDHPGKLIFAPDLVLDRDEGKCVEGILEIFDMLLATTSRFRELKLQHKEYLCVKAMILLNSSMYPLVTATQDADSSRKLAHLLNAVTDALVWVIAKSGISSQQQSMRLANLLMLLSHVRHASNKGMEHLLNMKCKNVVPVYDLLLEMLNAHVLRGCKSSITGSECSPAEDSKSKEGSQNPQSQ
H69AR inhibit: growth inhibitors of human H69AR lung tumor cells | H69AR lung tumor viability, ATP luminescence, 72 h; hits give low values | 85,000 tested, 6% active | viability, % at 10 µM;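 active = viability at or below 40%; inactive = viability above 40%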;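 note: multidrug resistant small cell line overexpressing MRP-1 efflux transporter; 100% = mean luminescence of untreated control wells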
Smad3 inh: blocks human Smad3 binding to FoxH1 peptide | P84022 | 88,000 tested, 0.29% active | inhibition, % at 25 µM | TR-FRET Smad3/Dy647-FoxH1 peptide binding, europium anti-His | AID 630;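 active = compounds that reduce the energy-transfer binding signal between the protein and its labelled peptide by more than half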;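 note: 0% = Smad3 plus labelled peptide maximal FRET and 100% = peptide-only background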
ERa SRC1 pot: enhances coactivator binding to human estrogen receptor alpha; TR-FRET ERalpha-LBD/SRC-Cy5 coactivator binding, 2 h; 100 = basal binding, no effect; coactivator binding (% of control), % at 25.6 µM; 86,000 tested, 1.3% active; AID 639; in the data active = activity above about 200%;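 note: binding measured in presence of low estradiol as agonist stimulus; 0% = peptide alone without receptor and 100% = receptor with peptide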
Target sequence (P03372 whole entry, looked up, the tested form may be a part): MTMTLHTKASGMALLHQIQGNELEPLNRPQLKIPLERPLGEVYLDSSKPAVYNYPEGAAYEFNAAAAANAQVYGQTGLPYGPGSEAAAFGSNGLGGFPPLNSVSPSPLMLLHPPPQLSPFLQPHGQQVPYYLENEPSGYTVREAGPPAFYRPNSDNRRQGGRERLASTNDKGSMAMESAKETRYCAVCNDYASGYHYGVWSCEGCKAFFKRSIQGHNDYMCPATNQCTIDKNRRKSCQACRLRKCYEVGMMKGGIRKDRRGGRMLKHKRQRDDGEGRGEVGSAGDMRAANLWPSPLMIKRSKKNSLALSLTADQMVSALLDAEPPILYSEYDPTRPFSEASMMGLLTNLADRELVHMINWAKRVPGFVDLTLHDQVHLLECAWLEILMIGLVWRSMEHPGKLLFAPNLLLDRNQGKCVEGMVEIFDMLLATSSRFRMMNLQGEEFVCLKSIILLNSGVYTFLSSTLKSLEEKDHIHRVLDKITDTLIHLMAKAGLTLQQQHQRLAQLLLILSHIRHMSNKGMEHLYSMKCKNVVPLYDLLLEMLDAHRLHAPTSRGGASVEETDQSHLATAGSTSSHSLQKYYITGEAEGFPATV
HUVEC inhibit: inhibitors of human endothelial cell proliferation; HUVEC proliferation, CellTiter-Glo luminescence, 72 h; hits give low values; viability, % at 10 µM (by protocol); 86,000 tested, 1.1% active;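 active = viability at or below 30%; inactive = viability above 30%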;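 note: 100% = median luminescence of DMSO-only cell control wells on each plate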
ERa coact inh: ER-alpha (human) coactivator binding inhibition. inhibition, % at 25.6 µM. TR-FRET ER-alpha LBD / SRC-1 peptide, estradiol-bound. 86,000 tested, 1.7% active. P03372; in the data active = inhibition above about 50%;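 note: 0% = receptor plus peptide control and 100% = peptide only without receptor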
Fibroblast inh: blocks proliferation of human lung fibroblasts. LL 47 human lung fibroblast viability, ATP luminescence; hits give low values. viability, % at 10 µM. 85,000 tested, 1.1% active;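 active = viability at or below 50% in the single dose screen; inactive = viability above 50%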;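 note: compound exposure lasted 72 h before the ATP readout; 100% = median luminescence of untreated cell-only wells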
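Material: Human LL 47 lung fibroblast cells | Input: 1,150 cells/well | Buffer or medium: IMEM plus 15% FBS | Compound dosing: 0.1% DMSO in all compound wells | Times: Overnight cell rest, 72 h compound treatment at 37 °C | Signal: CellTiter-Glo luminescence measuring cellular ATP | Measure: % viability versus median cells-only luminescence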
sEH activator: soluble epoxide hydrolase (human) activation. purified human sEH enzymatic activity, activator screen. activation, % at 2 µM. P34913. 91,000 tested, 0.04% active; in the data active = activation above about 37%; note: values of inactives mirror those of a sister screen read the other way
Active calls of the source: *; / = no result given; [ ] = another dose, or the depositor's remark.

SMILES	Calb biofilm kill	ERb SRC1 inh	H69AR inhibit	Smad3 inh	ERa SRC1 pot	HUVEC inhibit	ERa coact inh	Fibroblast inh	sEH activator
O=S(=O)(N1CCCCC1)N1CCCN(S(=O)(=O)N2CCCCC2)CC1	6	-2	101	-6	103	87	3	91	4
COc1cccc(C(=O)Cn2c(=O)n(CC3CCCO3)c(=O)c3ccccc32)c1 (stereo not drawn)	5	-3	75	10	88	94	-3	97	6
CCCN1C2CCCC1CC(NC(=O)c1ccc(F)cc1)C2 (stereo not drawn)	5	-7[fluorescence artefact?]	92	8	114	103	4	96	-15
COc1ccc(Cl)cc1C(=O)Nc1nnn(C)n1	6	-8[fluorescence artefact?]	89	12	118[fluorescence artefact?]	94	0[fluorescence artefact?]	105	-5
CC(NC(=O)c1ccc(Cl)cc1)C(=O)N1CCCCC1 (stereo not drawn)	-1	-12	94	5	122	96	0[fluorescence artefact?]	101	1
O=C(NCCCN1CCN(c2cccc(Cl)c2)CC1)c1nc(-c2ccncc2)no1	9	10	78	2	77	95	-7[fluorescence artefact?]	101	-9
CCOc1cccc(N2C(=O)CC(N3CCC(C(N)=O)(N4CCCCC4)CC3)C2=O)c1 (stereo not drawn)	6	-14	90	12	108	85	-18	93	12
CC(=O)Nc1ccccc1-c1nc2ccc(C(=O)N3CCN(c4cc(C)ccc4C)CC3)cc2[nH]c1=O	11	2	81	12	126	83	-6	93	30
CCCOc1ccc(CC(=O)NNC(=S)Nc2ccccc2)cc1Br	10	-12	79	4	87	98	-35	99	-9
COc1cc(S(=O)(=O)N(Cc2ccccn2)Cc2ccccc2Cl)ccc1-n1cnnn1	10	-1	72	7	89	100	1	93	-6
CC(C)(C)NC(=O)c1ccccc1-c1nc(-c2ccccc2Cl)no1	5	-9	81	-4	113	101	-2	103	7
COC(=O)Cn1c(=O)c2c(nc(Br)n2Cc2ccccc2Cl)n(C)c1=O	7	-2	75	-5	87	89	-5	89	/
CCOC(=O)c1sc2ncn(CC(=O)N(CC)CC)c(=O)c2c1C	8	-20	96	-1	125	111	-1	108	12
C/C(CCc1oc2c(Br)cc(Br)cc2c1-c1ccc(C)o1)=N\O	-3	-17	80	10	82	83	-19	81	7
O=C(O)C1CCCCC1C(=O)NCCCn1ccnc1 (stereo not drawn)	-4	-6	93	-3	99	102	0	103	3
CCOC(=O)C1CCN(c2c(N3CCCCCC3)c(=O)c2=O)CC1	6	-16	89	3	104	101	5	95	-4
COc1cc(/C=N/Nc2nc3ccccc3o2)cc(OC)c1O	6	7	68	-4	81[fluorescence artefact?]	92	21	107	-6
CC(C)NC(=O)Cn1nnc(-c2cccc(NC(=O)c3ccccc3F)c2)n1	-7	6	60	1[fluorescence artefact?]	103[fluorescence artefact?]	97	17	96	-2
CCc1ccccc1N1CCN(S(=O)(=O)c2ccc(F)c(C)c2)CC1	10	0	74	9	97	87	-9	92	14
COc1ccc(C)cc1-n1nnnc1SCC1CCCO1 (stereo not drawn)	5	0	100	0	104	95	1	105	4
Cc1nc(-c2ccc(NC(=O)c3cccs3)cc2)cs1	4	-19	71	2	105	89	-17	85	-19
Cc1cc(/C(=N/O)C(C)(C)NO)ccc1Cl	7	-8	86	-1	111	95	2	113	/
O=C(CN(c1ccc(F)cc1)S(=O)(=O)c1ccc2c(c1)OCCO2)N1CCOCC1	12	-2	98	3	103	92	8	99	/
O=C(CSc1nc2c(c(=O)[nH]1)CCC2)Nc1cccc(Cl)c1	0	4[fluorescence artefact?]	100	2	120	86	1	92	0
Cc1ccc(-n2c(C)cc(C(=O)COC(=O)c3c(C)noc3C)c2C)cc1	7	-9[fluorescence artefact?]	59	8	91	83	-3	98	4
CCCCOc1ccc(C(=O)OC2CC(C)N(C)CC2C)cc1 (stereo not drawn)	9	-2	63	-1	109	15*	1	88	-3
O=C(O)CCc1ccc(-c2cccs2)n1CC1CCCO1 (stereo not drawn)	7	-6	104	10	98	98	-5[fluorescence artefact?]	100	6
CSc1c[n+]2c(n1C)CCC2	-5	-8	/	-9	116	95	-12	95	2
Cc1ccc(N2CCN(S(=O)(=O)c3ccc(F)c(C)c3)CC2)c(C)c1	2	-1	91	-1	110	112	-3	99	-9
CCCC(=O)Nc1cc(OC)c(OC)cc1C(=O)O	9	-1	95	1	110	101	-7	98	6
CC1(C)Cc2nc(NCCCO)c(C#N)cc2CO1	-1	-19	93	10	90	101	-25	105	-8
CSc1snc(SCC(N)=O)c1C#N	-2	-11	99	-3	89	104	-22	104	-9
COc1ccccc1N(CC(=O)Nc1ccccc1C(=O)NC(C)C)S(C)(=O)=O	-7	4	84	-3	124	97	1	/	-12
CCOC(=O)c1ccccc1NC(=O)CSc1nccn1C	/	4	88	-6	119	102	0	106	-8
Cc1c(OCC(F)(F)F)ccnc1CSc1nc2ccccc2[nH]1	9	-1	81	-9	85	96	7	111	0
Cc1cc(Nc2ccccc2F)n2ncnc2n1	6	-3	86	6	111	103	1	99	/
O=C(Nc1ccc(Cl)cc1-c1nc2ccccc2s1)c1ccco1	5	8	30*	16[fluorescence artefact?]	138[fluorescence artefact?]	42	5	90	0
COc1cccc(NC(=O)C(=O)N2CCOCC2)c1	9	-13	89	0	108	98	-4	103	9
O=C(CSc1ncnc2ccccc12)NCc1ccco1	6	18	95	-7	95	105	19	102	-10
Cc1onc(-c2c(Cl)cccc2Cl)c1C(=O)N1CCc2ccccc21	3	-5	52	-1	98	91	7	89	6
COc1ccc(-c2oc(/N=C/N3CCCC3)c(C#N)c2-c2ccc(OC)cc2)cc1	2	-5	99	8	98	106	-1	99	-4
CC(C)(C)C(=O)Cn1c(=N)n(Cc2ccccc2Cl)c2ccccc21	0	-13	73	3	94[fluorescence artefact?]	116	-4	95	7
Cc1ccccc1NC(=O)c1nc[nH]c1C(=O)NCc1ccccc1	8	3	49	4	89	77	-1	95	8
C/C(Cl)=C/CSc1nnc2n(N)c(=O)c3ccccc3n12	6	-9	80	12[fluorescence artefact?]	91	96	2	100	-7
CS(=O)(=O)N1CCc2cc(S(=O)(=O)N3CCN(Cc4ccc5c(c4)OCO5)CC3)ccc21	3	-26	105	-2	-2[fluorescence artefact?]	98	-27	107	6
Cc1ccc(CC(=O)N2CCOCC2)cc1	7	2	100	-3	118	93	6	102	8
Cc1ccc(C(=O)Nc2ncc3c(n2)CC(c2ccco2)CC3=O)cc1 (stereo not drawn)	5	-2	96	-4	98	105	1	/	-11
Cc1cccc(NC(=O)CCC(=O)NCCO)c1	7	-3	91	-3	106	94	1	109	6
COC(=O)CN(c1ccccc1OC)S(=O)(=O)c1ccccc1	6	18	94	-7	102	92	20	92	8
COc1ccc(Nc2cc(C(=O)NCCCN3CCN(C)CC3)c3ccccc3n2)cc1OC	9	1	83	10	129	82	-7	88	/
CC(C)CNC(=O)c1cccc(NC(=O)C2CCCO2)c1 (stereo not drawn)	9	10[fluorescence artefact?]	92	-12	100	96	20	100	1
COc1ccc(C(=O)NC2(C(F)(F)F)C(=O)Nc3c2c(=O)[nH]c(=O)n3CCc2ccc(OC)c(OC)c2)cc1 (stereo not drawn)	1	-6	108	-10	108	102	-13	101	17
CN(C)CCCOC(=O)c1ccccc1	6	-23	99	5	107	93	-5	101	-7
CCCCOC(=O)CSc1nc2c(cc1C#N)C(=O)CC(C)(C)C2	0	-3	74	1	150[fluorescence artefact?]	90	4	90	3
COCc1c(C(=O)OCC(=O)N2c3ccccc3CC2C)oc2ccccc12 (stereo not drawn)	5	-4	106	5	110	90	6[fluorescence artefact?]	95	7
O=C(NCCCN1CCc2ccccc2C1)Nc1ccc(Cl)cc1	4	-7[fluorescence artefact?]	87	1	99	107	8	101	-23
O=C1C2CCC(C(O)C2)N1Cc1ccccc1 (stereo not drawn)	9	49	87	1	96	105	-4	91	1
COc1ccc(NC(=O)c2ccco2)cc1NC(=O)c1cccnc1	7	-2	90	1	125	96	-7	105	26
N#Cc1cc2c(=O)n3ccccc3nc2n(CCCn2ccnc2)c1=N	2	56*	86	4	61[fluorescence artefact?]	79	35[fluorescence artefact?]	90	-3
CC(C(=O)N(C1CC1)C1(C(=O)Nc2ccccc2)CCCC1)N1C(=O)c2ccccc2C1=O (stereo not drawn)	/	-11	95	11	87	108	-1	98	/
Later entries:
SMILES	Calb biofilm kill	ERb SRC1 inh	H69AR inhibit	Smad3 inh	ERa SRC1 pot	HUVEC inhibit	ERa coact inh	Fibroblast inh	sEH activator
COc1ccc(Nc2oc(COc3cccc(C)c3)nc2C#N)cc1	5	0	85	12	84	112	-13	/	-5
CN(C)C=NCCn1c(N2CCOCC2)nc2c1c(=O)n(C)c(=O)n2C	8	4[fluorescence artefact?]	94	2	135[fluorescence artefact?]	100	-4	99	/
NC(=O)C1CCN(C(=O)c2ccc(-c3ccccc3)cc2)CC1	-5	-9	90	-5	79	105	0	102	9
Cc1cccc(N2CCN(C(=O)COc3cc(=O)n(C)c4ccccc34)CC2)c1C	7	0[fluorescence artefact?]	78	-11	103	82	7	98	7
CCc1nc(NCc2cccnc2)c2oc3ccccc3c2n1	4	-1	80	-17	100	84	-3	90	4
O=C(CSc1nc2c(c(=O)n1-c1ccc(Cl)cc1)SCC2)N1CCOCC1	4	4	86	1	128	91	-4	93	3
CC1(C)CC(=O)C=C(Nc2ccc(F)cc2)C1	13	1	101	2	102	85	-4	99	-2
COc1ccc(C2NC(C(=O)O)CS2)cc1COCC(F)(F)F (stereo not drawn)	1	-4	93	6	106	102	-5	98	/
CN(C)/C=N/C(=S)Nc1ccc(Br)cc1F	5	-5	96	9	119	104	-4	108	-4
CCOc1ccccc1NC(=O)C1CCN(S(=O)(=O)c2ccc(OC)c(OC)c2)CC1	5	0	94	-4	106	84	-4	105	/
Cc1ccc(S(=O)(=O)NCCN2CCOCC2)cc1	4	-5	105	4	116	101	-8	102	7
O=C(c1cc2ccccc2c(=O)o1)N1CCc2ccccc2C1	1	7	97	-1	93	102	2	120	13
COc1cc(C)nc(Oc2ccc(/C=N/O)cc2)n1	-5	-3	91	-2	131	101	-4	/	/
O=C(O)c1ccc2c(c1)C(=O)N(c1ccc(Cl)cn1)C2=O	-1	-6	81	8	92	92	0	102	2
CCSC1(SCC)N=C(N)C2(C#N)C(c3ccc(OC)c(OC)c3OC)C12C#N (stereo not drawn)	1	1	2.1*	5	97	45	-4[fluorescence artefact?]	51	/
O=C(CSc1ccc2nnc(-c3ccncc3)n2n1)NCc1ccco1	9	1	88	4	114	96	6	91	0
CS(=O)(=O)N(CCc1ccccc1)CC(=O)NCC1CCCO1 (stereo not drawn)	10	-6	80	-7	115	93	-6	103	10

Full records, looked up by structure:
Record of O=C(CSc1ccc2nnc(-c3ccncc3)n2n1)NCc1ccco1 : Calb biofilm kill: 9; ERb SRC1 inh: 1; H69AR inhibit: 88; Smad3 inh: 4; ERa SRC1 pot: 114; HUVEC inhibit: 96; ERa coact inh: 6; Fibroblast inh: 91; sEH activator: 0
Record of CCSC1(SCC)N=C(N)C2(C#N)C(c3ccc(OC)c(OC)c3OC)C12C#N (stereo not drawn) : Calb biofilm kill: 1; ERb SRC1 inh: 1; H69AR inhibit: 2.1*; Smad3 inh: 5; ERa SRC1 pot: 97; HUVEC inhibit: 45; ERa coact inh: -4[fluorescence artefact?]; Fibroblast inh: 51; sEH activator: /
Record of O=C(O)c1ccc2c(c1)C(=O)N(c1ccc(Cl)cn1)C2=O : Calb biofilm kill: -1; ERb SRC1 inh: -6; H69AR inhibit: 81; Smad3 inh: 8; ERa SRC1 pot: 92; HUVEC inhibit: 92; ERa coact inh: 0; Fibroblast inh: 102; sEH activator: 2

Only part of the results is shown. The share of hits here may be higher or lower than overall.
